From PubChem
Vif-APOBEC3F blk = qHTS for Inhibitors of Vif-A3F Interactions: qHTS; HeLa A3F-eYFP + Vif (tagged APOBEC3F with the HIV-1 protein that degrades it), YFP fluorescence increase; Potency, µM (highest dose often 46.1 µM), without a hit: top-dose activity, negative = active; hit rate 0.2% among 390,000; AID 602313, 2012; further: potency means the concentration at half of the fitted maximal effect; % of control where 0% means no effect; nearly all actives have a fitted effect of over 65% in size
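Fluorescence increase (Ex 488/Em 500-530) after overnight compound treatment at 37 deg C flags inhibition of Vif-driven A3F-eYFP loss in stable HeLa A3F-eYFP/Vif cells seeded overnight beforehand.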
TrxR1 substrate = qHTS Assay for Substrates of Mammalian Selenoprotein Thioredoxin Reductase 1 (TrxR1): qHTS. purified TrxR1 substrate turnover, NADPH consumption readout. Thioredoxin reductase 1, cytoplasmic (Rattus norvegicus), O89049. Potency, µM (highest dose often 114 µM), without a hit: at the top dose activity change, negative = substrate turnover. hit rate 0.01% among 390,000; further: potency means the concentration at half of the fitted maximal effect; on the % scale 0 is the no-effect control and ±100 the full control effect; nearly all actives have a fitted effect of over 50% in size
Target sequence (O89049 whole entry, looked up): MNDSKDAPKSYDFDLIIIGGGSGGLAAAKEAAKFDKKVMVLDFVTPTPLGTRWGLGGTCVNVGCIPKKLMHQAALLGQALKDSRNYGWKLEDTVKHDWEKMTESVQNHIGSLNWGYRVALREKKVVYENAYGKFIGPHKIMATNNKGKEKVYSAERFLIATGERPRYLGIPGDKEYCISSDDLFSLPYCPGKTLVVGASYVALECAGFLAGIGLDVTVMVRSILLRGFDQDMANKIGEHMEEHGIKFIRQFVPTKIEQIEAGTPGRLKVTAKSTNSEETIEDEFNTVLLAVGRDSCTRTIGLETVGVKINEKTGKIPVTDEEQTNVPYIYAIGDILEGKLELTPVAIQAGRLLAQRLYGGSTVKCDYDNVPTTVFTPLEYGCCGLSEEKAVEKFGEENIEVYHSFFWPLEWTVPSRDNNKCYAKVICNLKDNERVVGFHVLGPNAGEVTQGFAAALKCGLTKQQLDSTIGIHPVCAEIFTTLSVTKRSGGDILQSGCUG
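Rat TrxR1, dispensed at 90 nM, was prereduced with 400 uM NADPH (final) for 5 min at ~22 deg C, then incubated with compound 15 min before 400 uM selenite. A first-read NADPH fluorescence drop versus no-compound background flagged substrates.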
mIDH1 inhibitor = qHTS for Inhibitors of mutant isocitrate dehydrogenase 1 (IDH1): qHTS; Isocitrate dehydrogenase [NADP] cytoplasmic (Homo sapiens), O75874; IDH1-R132H enzyme, NADPH consumption, diaphorase/resazurin fluorescence; Potency, µM (top dose mostly 76.6 µM), for the others: at the highest dose activity change, negative = inhibition, hits mostly inhibitors; hit rate 0.093% among 390,000; AID 602179, 2012; further: potency means the concentration at half of the fitted maximal effect; on the % scale 0 is the no-effect control and ±100 the full control effect; nearly all actives have a fitted effect of over 65% in size
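IDH1-R132H (0.5 ug/mL) preincubated 30 min with compound, then NADPH (0.016 mM) and alpha-KG (2 mM) added; 80 min at RT, pH 7.5. Remaining NADPH coupled via diaphorase/resazurin to fluorescence (540/590 nm); concentration-response curves normalized to no-enzyme control.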
PI4K2A inh = qHTS for small molecular inhibitors of PI4K2A; purified PI4K2A, ADP-Glo luminescence, 1 h; hits give low values; AID 1346378, 2018; hit rate 0.13% among 420,000; Phosphatidylinositol 4-kinase type 2-alpha (Homo sapiens), Q9BTU6; activity change, negative = inhibition, % at 76.9 µM; in the data active means activity change below about -50%; inconclusive means mostly about -30% to -49%;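 further: -100% = wells without enzyme as full effect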
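In this quantitative HTS, ADP production by PI4K2A was quantified luminescently after 1 h at ambient temperature; 100 microM adenosine served as plate-quality control.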
Glioma ERSR ind = qHTS for Inducers of the Endoplasmic Reticulum Stress Response (ERSR) in Human Glioma: qHTS | U87-MG GRP78 promoter luciferase reporter, 16 h | Potency, µM, inactives show at the top dose activation, usual class: activators | hit rate 0.02% among 420,000; further: potency means the concentration at half of the fitted maximal effect; series mostly up to about 76 µM; % of control where 0% means no effect; nearly all actives have a fitted effect of over 35% in size
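Stably transfected U87-MG human glioma cells carrying a GRP78-based luminescent sensor were seeded at 1000 cells/well, pin-dosed with compounds and incubated 16 h. Luciferase reagent was then added, and end-point luminescence was read after 10 min at room temperature.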
RXFP1 ag = qHTS Assay for Agonists of the Relaxin Receptor RXFP1; Relaxin receptor 1 (Homo sapiens), Q9HBX9; HEK293T-RXFP1 cAMP TR-FRET, 30 min; response scale: percent of porcine relaxin response, buffer zero; Potency, µM (doses to about 57.5 µM), for inactives: top-dose activation, hits mostly activators; hit rate 0.3% among 370,000; AID 2676, 2010; further: potency means the concentration at half of the fitted maximal effect; on the % scale 0 is the no-effect control and ±100 the full control effect; nearly all actives have a fitted effect of over 60% in size; many of its hits are not listed in these tables
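HEK293T cells stably expressing RXFP1 were pretreated with the PDE4 inhibitor Ro 20174, exposed to compounds for 30 min at 37C, lysed, and cAMP was read by TR-FRET. Data normalized to buffer (basal) and 29 nM porcine relaxin (100%).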
LDHA block = qHTS assay for inhibitors of human lactate dehydrogenase. hit rate 0.15% among 480,000. L-lactate dehydrogenase A chain (Homo sapiens), P00338. purified LDHA, NADH/diaphorase-resazurin fluorescence; hits give low values. activity change, % (values are at about 110 or 230 µM); in the data active means activity change below about -30%; inconclusive means mostly about -25% to -30%;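 further: plate controls were DMSO wells for no effect and wells without enzyme for full effect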
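LDH5 2 nM; NADH 0.06 mM, pyruvate 0.2 mM; 200 mM Tris pH 7.4, EDTA, Tween-20; 5 min RT. Detection: diaphorase 0.133 mg/mL + resazurin 37 µM, fluorescence ex540/em590 at 0 and 20 min; normalized to enzyme-free and DMSO wells.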
USP1 inh = Inhibitors of USP1/UAF1: Primary Screen | Ubiquitin carboxyl-terminal hydrolase 1 (Homo sapiens), O94782 | recombinant USP1/UAF1, Ub-Rhodamine cleavage fluorescence | hit rate 0.23% among 390,000 | Potency, µM (highest dose often 57.1 µM), without a hit: top-dose activity change, negative = inhibition, usual class: inhibitors | AID 743255, 2014; further: potency means the concentration at half of the fitted maximal effect; on the % scale 0 is the no-effect control and ±100 the full control effect; nearly all actives have a fitted effect of over 60% in size; inactives centre near -12
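Step one: compound is pinned into 1nM USP1/UAF1 in HEPES pH 7.8 buffer with TCEP. Step two: 15 min room-temperature incubation. Step three: Ub-Rho (150nM final) starts cleavage, tracked by fluorescence over six one-minute reads.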
Vif-APOBEC3G blk = qHTS for Inhibitors of Vif-A3G Interactions: qHTS; HeLa A3G-eYFP + Vif (tagged APOBEC3G with the HIV-1 protein that degrades it), YFP fluorescence, overnight; AID 602310, 2012; DNA dC->dU-editing enzyme APOBEC-3G (Homo sapiens), Q9HC16; Potency, µM (highest dose often 46.1 µM), inactives show at the highest dose activity, negative = active, most hits filed as inhibitors; hit rate 0.076% among 410,000;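 further: potency means the concentration at half of the fitted maximal effect; on the % scale 0 is the no-effect control and ±100 the full control effect; nearly all actives have a fitted effect of over 60% in size; hits raise eYFP signal because A3G escapes Vif-driven loss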
Target sequence (Q9HC16 whole entry, looked up): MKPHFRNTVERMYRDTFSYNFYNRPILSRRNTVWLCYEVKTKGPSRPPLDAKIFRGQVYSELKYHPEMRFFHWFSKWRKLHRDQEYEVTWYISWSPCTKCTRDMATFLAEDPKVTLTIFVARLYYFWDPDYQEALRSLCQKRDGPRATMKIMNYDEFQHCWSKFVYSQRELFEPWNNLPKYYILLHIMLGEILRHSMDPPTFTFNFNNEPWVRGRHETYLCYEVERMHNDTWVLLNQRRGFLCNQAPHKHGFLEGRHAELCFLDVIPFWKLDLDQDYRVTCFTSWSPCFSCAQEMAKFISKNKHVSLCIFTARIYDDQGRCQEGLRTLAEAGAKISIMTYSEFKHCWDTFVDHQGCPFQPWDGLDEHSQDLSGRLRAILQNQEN
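Read-out is eYFP fluorescence (Ex 488/Em 500-530) from Vif-expressing HeLa A3G-eYFP cells; more signal means A3G escaped Vif-mediated degradation. Cells plated overnight, compound pinned in, incubated overnight at 37 deg C.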
An asterisk follows results filed as active; ? = inconclusive; . = not tested or not shown; & = joins results of further samples; [ ] = remark or other dose. Unless noted, the call rests on the fitted dose curve; in most records, active means well fitted curve in the direction sought with a large enough effect; inconclusive means small, poorly fitted or top-dose-only effect, or another doubt; inactive means no such curve, though single readings can be large; an effect the other way counts as inactive or inconclusive.

Compound,Vif-APOBEC3F blk,TrxR1 substrate,mIDH1 inhibitor,PI4K2A inh,Glioma ERSR ind,RXFP1 ag,LDHA block,USP1 inh,Vif-APOBEC3G blk
COC(=O)c1ccc(CSc2nc3sc4c(c3c(=O)n2C)CCCC4)o1,-4%,-2%,3%,-1,5%,2.9%,3,?,3%
Cc1cc(N/C=C/C(=O)c2cccs2)ccc1F,-26%,-2%,6%,-5,-3%,0.0%,-6,-26%,-12%
COc1cccc(/C=N/NC(=O)c2cnccn2)c1O,-6%,-7%,-10%,5,-3%,-1.5%,2,-19%,3%
CC(C)C(NC(=O)c1ccccc1)C(=O)OCn1nnc2ccccc2c1=O (stereo not drawn),-6%,7%,0%,-2,-4%,-0.1%,1,-24%,3%
O=C(c1ccc(S(=O)(=O)N2CCCCC2)cc1)N1CCCC(C(F)(F)F)C1 (stereo not drawn),-11%,0%,10%,7,-6%,-7.7%,-3,-14%,0%
Nc1ccc2nn(-c3cc([N+](=O)[O-])ccc3O)nc2c1,-17%,-6%,12%,2,-2%,2.8%,8,-20%,0%
Cc1c(C)c2ccc(OCC(=O)Nc3ccc(N4CCC(C)CC4)cc3)cc2oc1=O,2%,12%,-11%,0,1%,5.9%,-1,-13%,0%
C/C(=N\NC(=O)c1cccnc1)c1nnn(-c2nonc2N)c1C,12%,-5%,-13%,2,-1%,0.0%,-1,-14%,-3%
CCN(Cc1ccccc1)S(=O)(=O)CCNC(=O)c1ccc(OC)cc1,6%,5%[57.1 µM],-1%,3,-2%,0.2%,-1,-23%,0%
O=C(CCn1cnc(-c2ccccc2)c1-c1ccccc1)N/N=C/c1ccccc1O,2%,5%,3%,-1,-6%,2.7%,0,-27%,?

(next part)
Compound,Vif-APOBEC3F blk,TrxR1 substrate,mIDH1 inhibitor,PI4K2A inh,Glioma ERSR ind,RXFP1 ag,LDHA block,USP1 inh,Vif-APOBEC3G blk
C/C(=N/NS(=O)(=O)c1ccc(C(C)C)cc1)c1ccncc1,0%,1%,-4%,-2,1%,-1.3%,-4,-24%,0%
Cc1ccc(C(=O)NC(C)C2CCCO2)o1 (stereo not drawn),-6%,6%,-5%,-4,-4%,0.8%,-4,-19%,-1%
COc1cc2c(cc1[N+](=O)[O-])-c1ccc([N+](=O)[O-])cc1C2=NO,4%,.,-5%,-2,-2%,.,-1,-19%,8%
O=C(O)c1cc(-c2ccc3c(c2)OCO3)nc2ccccc12,3%,2%,1%,-6,3%,3.2%,17,-5%,-3%
COc1ccccc1NC(=O)COn1nnc2ccc(S(=O)(=O)N3CCOCC3)cc21,-18%,8%[57.1 µM],5%,-17,-2%,-1.2%,-8,-19%,-7%
COC(=O)c1c(NC(=O)c2ccc(N(C)S(=O)(=O)c3ccc(C)cc3)cc2)sc2c1CCCC2,11%,81%,7%,3,-3%,5.6%,-6,0%,-3%
O=C(N/N=C(\CC(=O)c1cccs1)C(F)(F)F)c1cccnc1,4%,7%[57.1 µM],-7%,4,0%,1.4%,-4,9%,0%
COc1ccc(C(=O)Nc2cc(Cl)ccc2Cl)c(OC)n1,2%,4%,3%,0,7%,3.7%,-1,-23%,3%
COc1ccc(CC(=O)Nc2ccc(S(=O)(=O)N(C)C3CCN(C)CC3)cc2)cc1,0%,3%,3%,-3,-4%,-2.6%,0,-23%,1%
CCNC(=O)c1ccccc1SCc1ccccc1,8%,2%,9%,-3,-3%,0.0%,-6,-6%,-13%

New compounds follow.
Compound,Vif-APOBEC3F blk,TrxR1 substrate,mIDH1 inhibitor,PI4K2A inh,Glioma ERSR ind,RXFP1 ag,LDHA block,USP1 inh,Vif-APOBEC3G blk
CCC(CC)C(=O)Nc1ccc(C(=O)OCc2cc(=O)n3nc(C4CC4)sc3n2)cc1,-5%,2%[57.1 µM],5%,1,-4%,-0.9%,-6,-12%,-2%
CCCN(C(=S)Nc1ccccc1)C1CCS(=O)(=O)C1 (stereo not drawn),3%,-11%,4%,6,-5%,0.8%,0,-15%,2%
COc1cccc(C(O)c2nc(-c3ccc(C)c(C)c3)cs2)c1 (stereo not drawn),.,.,.,3,-2%,.,-3,.,-25%
Cc1ccc2c(c1)[C@H]1[C@H](CO2)[C@H](c2ccccc2)[C@]2(C)C(=O)NCC(=O)N12,1%,5%[57.1 µM],21%,-2,-3%,-0.5%,-9,-13%,0%
O=C(c1ccccc1)c1ccc(N2CCN(C(=O)c3cccc(F)c3F)CC2)c(F)c1,-6%,-4%,5%,1,-3%,-1.8%,0,-22%,9%
O=C(CCCN1C(=O)/C(=C/c2cccs2)SC1=S)Nc1ccc(C(=O)O)cc1,2%,1%[57.1 µM],7%,4,-2%,-0.5%,0,-16%,-4%
CCN1CCCC(NC(=O)c2cc([N+](=O)[O-])ccc2OC)C1 (stereo not drawn),-13%,-3%,7%,1,-1%,1.2%,-1,-3%,-1%
CCc1nnc(NS(=O)(=O)c2ccc(NCc3cc(Cl)ccc3O)cc2)s1,-6%,1%,0%,10,2%,-0.7%,-4,?,-1%
CCCCCCc1cc2cc(-c3nnc(-c4ccc(C)cc4)o3)c(=O)oc2cc1O,?,17%,5%,-1,-3%,-1.6%,-6,?,?
COc1ccc(N2CCN(S(=O)(=O)CCNC(=O)C34CC5CC(CC(C5)C3)C4)CC2)cc1,2%,1%,3%,7,-4%,2.2%,1,-20%,1%

Following part.
Compound,Vif-APOBEC3F blk,TrxR1 substrate,mIDH1 inhibitor,PI4K2A inh,Glioma ERSR ind,RXFP1 ag,LDHA block,USP1 inh,Vif-APOBEC3G blk
CCCOc1ccc(C(=O)CCC(=O)Nc2ccc(N3CCN(C)CC3)cc2)cc1,-7%,7%,-8%,2,2%,0.8%,2,5%,-1%
COc1cc(OC)c(OC)cc1/C=N/NC(=O)c1ccc(CSc2nc(C)cc(C)n2)cc1,-1%,11%,1%,3,-5%,.,-4,-2%,2%
CC(Nc1cccnc1)=C(C#N)C#N,1%,-7%,21%,-4,-3%,-0.5%,1,-13%,1%
COc1cccc(-c2sc3ccc(OC)cc3c2C#CC2(O)CCCCC2)c1,-7%,10%,-1%,2,-3%,0.4%,3,?,-7%
Cc1ccc(C)c(OCc2cc(C(=O)N(C)Cc3ccccn3)no2)c1,-1%,5%,-1%,-4,2%,1.6%,-9,-25%,-1%
CCOc1ccc(NC(=O)C(C)NC(=O)c2ccccc2Cl)cc1S(=O)(=O)N1CCCC1 (stereo not drawn),5%,0%,9%,-5,-2%,-1.0%,2,-17%,9%
Cc1cc(OCCCC(=O)N2CCCCC2)cc(C)c1Cl,-13%,-14%,3%,2,-1%,2.6%,-3,-9%,-5%
CCCCN(C)C1CCN(C(=S)Nc2cccc(OC)c2)CC1,13%,9%,2%,2,6%,0.7%,0,-15%,-6%
CCNC(=O)C1(C)CCN(C(=O)c2cc(F)ccc2C)C1 (stereo not drawn),.,.,.,-3,-4%,.,-2,.,-3%
CNC(=O)[C@H]1O[C@@H](n2cnc3c(NCc4cccc(I)c4)ncnc32)[C@H](O)[C@@H]1O,-14%,3%[57.1 µM],-2%,1&1,-5%&0%&-2%&-1%,16µM*,-5,-7%,-3%

Carrying on:
Compound,Vif-APOBEC3F blk,TrxR1 substrate,mIDH1 inhibitor,PI4K2A inh,Glioma ERSR ind,RXFP1 ag,LDHA block,USP1 inh,Vif-APOBEC3G blk
Cc1ccc(-n2c(=O)c3c(cnn3C)n(Cc3ccc(Cl)cc3)c2=O)cc1,.,8%,.,-2,.,1.7%,-2,-3%,.
COc1cccc(-c2cc(C(=O)NC3CC3)c3ccccc3n2)c1,-4%,6%,9%,-1,2%,0.2%,-2&-14,-27%,-16%
O=[N+]([O-])c1c(Nc2ccccc2O)cc(N2CCOCC2)c2nonc12,4%,-20%,-6%,1,-4%,1.4%,-2,-9%,0%
COc1ccc(-c2cn(-c3ccc(C)c(Cl)c3)c(=S)[nH]2)cc1OC,?,-17%[57.1 µM],0%,-4,2%,11%,9,-5%,-6%
Cc1cccc(OCC(=O)NCc2ccccc2)c1,7%,13%[57.1 µM],2%,0,7%,1.2%,-9,-11%,-5%
COC(=O)Nc1ccc(S(=O)(=O)N2CCCC(C(=O)N3CCOCC3)C2)cc1 (stereo not drawn),-15%,4%,2%,-6,-1%,3.5%,-1,-24%,0%

Some of the compounds tested. The share of hits here may be higher or lower than overall.
